EPAC1 ag: EPAC1 (human) agonism | EPAC1 agonist qHTS, biochemical assay; response scale: 100% = response to 6.5 mM cAMP | Potency, µM (series often up to 154 µM), inactives show top-dose activation, actives largely listed as activators | 360,000 compounds, 0.073% hits | AID 720707; note: nearly all actives have a fitted effect of over 60% in size
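Compounds were pinned as a concentration titration into mixtures of EPAC1 (100 nM), BODIPY-GDP-loaded Rap1B (250 nM) and GDP (50 uM). After 5 min at room temperature, fluorescence was followed for 30 min; activity was scaled to 6.5 mM cAMP.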
EPAC1 antagonist: blocks human EPAC1 exchange factor. EPAC1 GEF assay, Rap1b-BODIPY-GDP exchange fluorescence. Potency, µM (titrated, usually from 115 µM), for inactives: at the top dose activity change, negative = inhibition, most hits filed as inhibitors. 360,000 compounds, 0.14% hits;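 note: plate controls were vehicle for no effect and positive control for full effect; nearly all actives have a fitted effect of over 50% in size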
TDP-43 yeast inh: TDP-43 toxicity inhibition in yeast; TDP-43 expressing yeast growth rescue, BacTiter-Glo, 24 h; Potency, µM (top dose mostly 46.1 µM), for inactives: top-dose growth rescue (activation), usual class: activators; 410,000 compounds, 1.8% hits; AID 652104; note: % of control where 0% means no effect; nearly all actives have a fitted effect of over 50% in size
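Readout is BacTiter-Glo luminescence of cell growth, so inhibitors register as activators. TDP-43-expressing yeast at OD600=0.02 in galactose medium, after raffinose pregrowth to mid-log, were incubated with compound for 24 hr at 30 deg C.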
aSyn rescue: inhibitors of alpha-synuclein toxicity in yeast | Yeast expressing alpha-synuclein, growth rescue, BacTiter-Glo, 24 h | Potency, µM (highest dose often 46.1 µM), without a hit: top-dose growth rescue (activation), usual class: activators | 370,000 compounds, 0.14% hits | AID 652106; note: % of control where 0% means no effect; nearly all actives have a fitted effect of over 65% in size
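Readout is rescue of growth in alpha-synuclein-expressing yeast, so inhibitors of toxicity appear as activators. Growth after 24 hr at 30 deg C in galactose medium is quantified by luminescence.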
FUS yeast rescue: rescues growth of FUS-expressing yeast. S. cerevisiae FUS-expressing, growth rescue, OD600, 24 h. Potency, µM (highest dose often 76.6 µM), inactives show at the highest dose growth rescue (activation), hits mostly activators. 390,000 compounds, 0.24% hits. AID 1347120;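 note: plate controls were DMSO vehicle for no effect and reference control for full effect; nearly all actives have a fitted effect of over 55% in size; some results filed as inactive show a strong effect at the top dose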
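Steps: raffinose overnight preculture; dilution to OD 0.005 in 2% galactose minimal medium; compound addition (concentration series); 24hr at 30C, 99% humidity; absorbance read at 600 nm.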
EPAC2 antagonist: EPAC2 (human) antagonism; Q8WZA2; EPAC2 GEF exchange of Rap1B-BODIPY-GDP, fluorescence; Potency, µM (titrated, usually from 114 µM), without a hit: at the top dose activity, negative = inhibition, most hits filed as inhibitors; 360,000 compounds, 0.18% hits; AID 720708; note: % is set by controls: 0 for no effect and ±100 for the full control effect; nearly all actives have a fitted effect of over 45% in size; many of its hits are not listed in these tables
EPAC2 agonist: agonists of human EPAC2 (RAPGEF4) | Potency, µM (doses to about 154 µM), for inactives: at the top dose activation, hits mostly activators | EPAC2 activation, biochemical qHTS; response scale: 100% = 6.5 mM cAMP response | 360,000 compounds, 0.079% hits | AID 720711; note: nearly all actives have a fitted effect of over 50% in size
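Readout is BODIPY fluorescence (480 nm excitation, 540 nm emission), which falls as labeled GDP is exchanged off Rap1B. EPAC2 at 100 nM acted on 250 nM RAP1B-BODIPY-GDP with 50 uM GDP present.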
PTHR1 ag: activates the human parathyroid hormone receptor PTHR1. HEK293 GP2 PTHR1 cells, GloSensor cAMP luminescence, 1 h. Q03431. Potency, µM (doses to about 115 µM), without a hit: at the top dose activation, usual class: activators. 410,000 compounds, 0.075% hits. AID 743266; note: nearly all actives have a fitted effect of over 55% in size; some results filed as inactive show a strong effect at the top dose; inactives centre near -15; many of its hits are not listed in these tables
Target sequence (Q03431 whole entry, looked up): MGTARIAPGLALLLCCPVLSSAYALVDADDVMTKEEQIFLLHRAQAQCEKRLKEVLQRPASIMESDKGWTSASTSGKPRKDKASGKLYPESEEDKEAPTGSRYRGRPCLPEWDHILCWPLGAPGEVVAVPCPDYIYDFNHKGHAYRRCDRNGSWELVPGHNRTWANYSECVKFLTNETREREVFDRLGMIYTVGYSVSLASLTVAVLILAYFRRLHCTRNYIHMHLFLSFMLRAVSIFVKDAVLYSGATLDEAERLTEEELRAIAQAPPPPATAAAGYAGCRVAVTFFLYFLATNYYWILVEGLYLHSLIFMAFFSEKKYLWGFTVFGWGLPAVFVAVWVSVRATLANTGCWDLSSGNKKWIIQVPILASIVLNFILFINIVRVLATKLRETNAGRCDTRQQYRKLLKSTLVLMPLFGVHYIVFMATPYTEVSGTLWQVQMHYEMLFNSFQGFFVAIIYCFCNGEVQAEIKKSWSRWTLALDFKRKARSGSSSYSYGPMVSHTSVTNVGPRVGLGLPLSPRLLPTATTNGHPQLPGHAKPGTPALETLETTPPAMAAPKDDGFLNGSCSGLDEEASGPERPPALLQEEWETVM
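HEK-293-derived GP2 cells expressing PTHR1 and a GloSensor cAMP reporter, 3,000/well, plated overnight, given luciferin plus IBMX (each 0.5 mM as added) for 1 h at 37 °C, then compound for 1 h at 37 °C. Luminescence was read after 15 min at room temperature.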
Active calls of the source: *; i = inactive; ? = inconclusive; nt = not tested or not shown; [ ] = another dose, or the depositor's remark. Calls come from the whole dose curve; as a rule, active = well fitted curve in the direction sought with a large enough effect; inconclusive = small, poorly fitted or top-dose-only effect, or another doubt; inactive = no such curve, though single readings can be large; an effect the other way counts as inactive or inconclusive. Potency is the fitted concentration of half-maximal effect.

Short forms – A = EPAC1 ag; B = EPAC1 antagonist; C = TDP-43 yeast inh; D = aSyn rescue; E = FUS yeast rescue; F = EPAC2 antagonist; G = EPAC2 agonist; H = PTHR1 ag
CC(=O)NN1C(=O)/C(=C2/Sc3ccccc3N2C)SC1=S
  A: -8%	B: -5%	C: 18%	D: 2%	E: -8%	F: 12%	G: -2%	H: -13%
Cc1ccn2cc(CC(=O)O)nc2c1
  A: -4%	B: 17%	C: -17%	D: 3%	E: 5%	F: 16%	G: 4%	H: -10%
O=C(N/N=C/c1ccco1)c1ccc(NC(=O)C2CC2)cc1
  A: 10%	B: -14%	C: -4%	D: -2%	E: 38%	F: 3%	G: 11%	H: -2%
Cn1nccc1C(=O)N/N=C/c1c(O)ccc2ccccc12
  A: 5%	B: 0%	C: -9%	D: 2%	E: -6%	F: 3%	G: 0%	H: -19%
COc1ccc2nc(SCCC(=O)O)cc(C)c2c1
  A: 4%	B: -1%	C: 5%	D: 12%	E: 5%	F: 1%	G: 6%	H: i
CC(C)=C1SC(N2CCN(c3ccc(C)c(Cl)c3)CC2)=NC1=O
  A: 5%	B: 0%	C: -10%	D: ?	E: -10%	F: -3%	G: 3%	H: i
CCOc1cccc(NC(=O)C2CC(=O)NC(=Nc3ccccc3)S2)c1 (stereo not drawn)
  A: 13%	B: 2%	C: 0%	D: -1%	E: 8%	F: -8%	G: 5%	H: i
c1cc(-c2cccs2)nc(-c2cccs2)c1
  A: 2%	B: 9%	C: -18%	D: -5%	E: -1%	F: 7%	G: 4%	H: i
COc1ccccc1CN1CC(C(=O)NCC2CCCO2)CC1=O (stereo not drawn)
  A: -2%	B: 12%	C: -15%	D: -1%	E: -2%	F: 7%	G: -1%	H: i
COCCn1c(SC(C)C(=O)NCC2CCCO2)nc2sc3c(c2c1=O)CCC3 (stereo not drawn)
  A: -18%	B: -4%	C: -1%	D: -3%	E: 33%	F: 5%	G: 2%	H: i
Cc1ccccc1OCc1nnc(SCC(=O)O)n1Cc1ccccc1
  A: -3%	B: 5%	C: -6%	D: 8%	E: -3%	F: -6%	G: -2%	H: -12%
CCCc1ccc2oc(C(=O)N(C)Cc3ccn[nH]3)c(C)c2c1
  A: -4%	B: -7%	C: 7%	D: 11%	E: 1%	F: -20%	G: 4%	H: -19%
COCCN1Cc2cccc(C(=O)NCc3ccc4c(c3)OCO4)c2C1=O
  A: 6%	B: -11%	C: 10%	D: -1%	E: nt	F: -2%	G: -2%	H: i
COc1ccc([N+](=O)[O-])cc1NCC(=O)c1ccc(C)cc1
  A: -3%	B: -1%	C: -14%	D: -5%	E: 8%	F: 1%	G: -5%	H: i
C=CCN1C(=O)c2ccc(C(=O)N(C)CC(=O)Nc3ccc(OCC)c(OCC)c3)cc2C1=O
  A: -1%	B: 7%	C: -12%	D: 0%	E: 14%	F: 4%	G: -4%	H: i
Fc1ccccc1CSc1ncn[nH]1
  A: 10%	B: -24%	C: -5%	D: 20%	E: -21%	F: -5%	G: -4%	H: i
Cc1onc(-c2c(F)cccc2Cl)c1C(=O)N[C@@H]1C(=O)N2C(C(=O)O)C(C)(C)S[C@H]12 (stereo partly drawn)
  A: -18%	B: -1%	C: 2%	D: 1%	E: 9%	F: -8%	G: 5%	H: -21%
O=C(Nc1cccnc1)C1CCN(S(=O)(=O)c2ccc(Cl)cc2)CC1
  A: 5%	B: 7%	C: 6%	D: -3%	E: nt	F: 9%	G: 11%	H: -22%
COCCNC(=O)CSc1nc2cc(OC)c(OC)cc2c(=O)n1CCC1=CCCCC1
  A: 9%	B: -1%	C: 23%	D: -3%	E: 0%	F: -3%	G: 6%	H: i
CCOc1[nH]n(-c2ccc(Cl)cc2)c(=O)c1C=Nc1ccc(OC)cc1
  A: 14%	B: 0%	C: -2%	D: -7%	E: 8%	F: -6%	G: 3%	H: i
CCOC(=O)N1CCN(S(=O)(=O)c2ccc(C(=O)Nc3sc4c(c3C#N)CCC4)cc2)CC1
  A: 4%	B: -14%	C: 3%	D: 4%	E: nt	F: 12%	G: 4%	H: -8%
CC(=O)C1=C(Nc2ccc(C)cc2)CC(C)(O)C(C(C)=O)C1c1ccco1 (stereo not drawn)
  A: 1%	B: -11%	C: -1%	D: -8%	E: 18%	F: 4%	G: -5%	H: i
O=[N+]([O-])c1nn(-c2ccc(Cl)cc2)n(O)c1=NCc1ccccc1
  A: -4%	B: -1%	C: ?	D: 16%	E: -8%	F: -15%	G: 18%	H: -23%
COc1ccc(C(=O)C[n+]2cccc(C)c2)cc1
  A: -2%	B: -9%	C: 13%	D: -8%	E: nt	F: -3%	G: -6%	H: i
Cn1cnc(CCNC(=O)C[C@H]2CC[C@@H]3[C@H](COC[C@H](O)CN3C(=O)C3CCCC3)O2)c1
  A: 2%	B: 9%	C: 21%	D: -6%	E: -6%	F: 7%	G: 2%	H: i
CCOC(=O)N1C2C=CC(C2)N1C(=O)OCC
  A: 8%	B: 1%	C: 9%	D: 1%	E: -1%	F: -2%	G: 4%	H: i
COc1cc2c(c(O)c1OC)-c1c(cc(OC)c(OC)c1OC)C[C@@H](C)[C@@H](C)C2
  A: -3%	B: -3%	C: 22%	D: 26%	E: 21%	F: 5%	G: 3%	H: i
Cc1cc(C)n(Cc2ccc(C(=O)O)o2)n1
  A: 8%	B: 6%	C: -6%	D: -2%	E: -22%	F: 2%	G: 8%	H: i
Cc1cc(C)n(C(=O)C(C)n2nc([N+](=O)[O-])c(Br)c2C)n1 (stereo not drawn)
  A: 1%	B: -10%	C: 6%	D: -8%	E: 10%	F: -7%	G: 13%	H: 0%
Cc1c(C)n2c(SCC(=O)Nc3ccc4c(c3)OCCO4)nnc2[nH]c1=O
  A: 6%	B: -21%	C: -22%	D: -6%	E: 20%	F: 4%	G: 12%	H: ?
CC(C)CCN1CCC(n2nccc2NC(=O)c2ccc3c(c2)OCO3)CC1
  A: 7%	B: 11%	C: 0%	D: 1%	E: -25%	F: 2%	G: -4%	H: -15%
CC(=O)Oc1ccc(NC(=O)Cc2ccccc2)cc1
  A: 3%	B: -15%	C: -14%	D: -2%	E: 12%	F: 1%	G: 14%	H: -16%[57.5 µM]
O=C(CSc1nnc2ccc(-c3ccncc3)nn12)Nc1ccc(F)cc1
  A: 7%	B: 6%	C: -10%	D: -12%	E: 32%	F: 0%	G: 8%	H: -13%
Cc1cc(F)ccc1C(O)c1ncc(-c2cccc3ccccc23)[nH]1 (stereo not drawn)
  A: 0%	B: -7%	C: 20%	D: 13%	E: -25%	F: -8%	G: 11%	H: -9%
Cc1ccc(CNC(=O)CSCc2ccccc2F)cc1
  A: 0%	B: -1%	C: 26%	D: 7%	E: 6%	F: -12%	G: -4%	H: -18%
COc1ccc(C2/C(=C(/O)c3ccc4c(c3)CC(C)O4)C(=O)C(=O)N2CCCN2CCOCC2)cc1OC (stereo not drawn)
  A: -2%	B: -3%	C: 13%	D: -8%	E: nt	F: 7%	G: -5%	H: -7%
C=CCC1NS(=O)(=O)OC(CCc2ccccc2)C1O (stereo not drawn)
  A: -14%	B: -6%	C: ?	D: -1%	E: -17%	F: -12%	G: 9%	H: i
CC(=O)c1cccc(N(C(=O)c2ccco2)C(C(=O)NC2CCCC2)c2cccs2)c1 (stereo not drawn)
  A: -3%	B: 6%	C: 2%	D: 3%	E: 9%	F: 1%	G: 7%	H: -6%
CCCCn1c(N)c(N(CCOC)C(=O)c2ccco2)c(=O)[nH]c1=O
  A: 3%	B: 2%	C: -2%	D: -5%	E: 11%	F: 2%	G: 5%	H: -17%
Cc1onc(-c2c(Cl)cccc2Cl)c1C(=O)NC1CCCCC1
  A: 4%	B: -14%	C: 28%	D: 7%	E: 1%	F: -7%	G: 10%	H: i
O=C(COc1ccc(-c2nnco2)cc1)NC1CCS(=O)(=O)C1 (stereo not drawn)
  A: -8%	B: 8%	C: -24%	D: -1%[1.84 µM]	E: -11%	F: 2%	G: 10%	H: ?
CCSc1nnc(C)n1-c1ccc(C(=O)O)cc1
  A: 7%	B: 12%	C: -28%	D: -35%[inhibitor]	E: 0%	F: 27%	G: 11%	H: -1%
COc1cc(C2C(C(=O)c3ccco3)=C(O)C(=O)N2CCc2ccccc2)ccc1O (stereo not drawn)
  A: -8%	B: -5%	C: -5%	D: -7%	E: 37%	F: 8%	G: -11%	H: i
CN1CCN(S(=O)(=O)c2ccc(NC(=O)COc3ccccc3)cc2)CC1
  A: 0%	B: -5%	C: -13%	D: -2%	E: -17%	F: 24%	G: 3%	H: -5%
O=C1C2C(c3ccccc3)C=CC(c3ccccc3)C2C(=O)N1c1cccnc1 (stereo not drawn)
  A: -1%	B: -10%	C: 6%	D: 7%	E: 8%	F: -14%	G: 6%	H: i

Compound profiles, as listed above. Screens in order: EPAC1 ag, EPAC1 antagonist, TDP-43 yeast inh, aSyn rescue, FUS yeast rescue, EPAC2 antagonist, EPAC2 agonist, PTHR1 ag
Profile of `CC(=O)Oc1ccc(NC(=O)Cc2ccccc2)cc1` = 3%, -15%, -14%, -2%, 12%, 1%, 14%, -16%[57.5 µM]
Profile of `Cc1onc(-c2c(Cl)cccc2Cl)c1C(=O)NC1CCCCC1` = 4%, -14%, 28%, 7%, 1%, -7%, 10%, i
Profile of `Cc1cc(F)ccc1C(O)c1ncc(-c2cccc3ccccc23)[nH]1` (stereo not drawn) = 0%, -7%, 20%, 13%, -25%, -8%, 11%, -9%

Next section
Short forms – A = EPAC1 ag; B = EPAC1 antagonist; C = TDP-43 yeast inh; D = aSyn rescue; E = FUS yeast rescue; F = EPAC2 antagonist; G = EPAC2 agonist; H = PTHR1 ag
Cc1cc(=O)[nH]c(SCc2nc3ncccn3c2Br)n1
  A: 5%	B: 2%	C: -9%	D: 3%	E: 12%	F: 2%	G: 2%	H: -11%[57.5 µM]
COc1ccc(C(=O)C(C)OC(=O)CNC(=O)c2ccco2)cc1 (stereo not drawn)
  A: 3%	B: -34%	C: 17%	D: -1%	E: -2%	F: -1%	G: 10%	H: -20%
CS(=O)(=O)N1CCC(C(=O)Nc2cccc([N+](=O)[O-])c2)CC1
  A: -2%	B: -16%	C: -4%	D: -1%	E: -3%	F: 8%	G: 5%	H: i
O=C(/C=C/[C@H]1O[C@@H](n2cnc3c(NC(=O)c4ccccc4)ncnc32)[C@H](O)[C@@H]1O)NCC1CCCCC1
  A: -4%	B: -18%	C: ?	D: 1%	E: 19%	F: 14%	G: 3%	H: -12%
Cc1ccccc1/C=N/N=C1/NC(=O)CCS1
  A: 1%	B: -13%	C: 29%	D: 5%	E: -10%	F: -6%	G: 2%	H: i
CCOC(=O)C1=C(COC(=O)CCOc2ccc(OCC)cc2)NC(=O)NC1C (stereo not drawn)
  A: 2%	B: 9%	C: -11%	D: 6%	E: -2%	F: -4%	G: 0%	H: -20%

High-throughput results as filed in PubChem BioAssay.

The list is partial, so the mix of outcomes need not match the whole.
